DAX1 inh-1: DAX1 (NR0B1) inhibitors on StAR promoter, primary screen, cell-based, luminescence, SF-1 (NR5A1), full-length DAX-1; actives 1.1% (n = 370,000); inhibition, % at 6.8 µM; HEK293T StAR-luciferase reporter, SF-1/DAX-1 repression relief; AID 652010, 2013;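 active = inhibition above the mean over all tested compounds plus 3 SD, cut at about 3.6% in these data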;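 note: 0% = DAX-1 cells with DMSO and 100% = cells lacking DAX-1 with DMSO; higher inhibition means more luminescence from relief of DAX-1 repression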
sPLA2-III inh: human group III sPLA2 inhibitors, primary screen, biochemical, QFRET, BODIPY PC-A2 liposome substrate | Group 3 secretory phospholipase A2 (Homo sapiens), Q9NZ20 | QFRET BODIPY PC-A2 liposome hydrolysis, fluorescence | inhibition, % at 12.2 µM | actives 0.56% (n = 370,000) | AID 743126, 2013;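 active = inhibition above mean plus 3 SD of compounds lying within the high and low control bounds, cut at about 19% in these data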;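 note: 0% = median of test compound wells and 100% = no enzyme DMSO wells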
Target sequence (Q9NZ20 whole entry, looked up): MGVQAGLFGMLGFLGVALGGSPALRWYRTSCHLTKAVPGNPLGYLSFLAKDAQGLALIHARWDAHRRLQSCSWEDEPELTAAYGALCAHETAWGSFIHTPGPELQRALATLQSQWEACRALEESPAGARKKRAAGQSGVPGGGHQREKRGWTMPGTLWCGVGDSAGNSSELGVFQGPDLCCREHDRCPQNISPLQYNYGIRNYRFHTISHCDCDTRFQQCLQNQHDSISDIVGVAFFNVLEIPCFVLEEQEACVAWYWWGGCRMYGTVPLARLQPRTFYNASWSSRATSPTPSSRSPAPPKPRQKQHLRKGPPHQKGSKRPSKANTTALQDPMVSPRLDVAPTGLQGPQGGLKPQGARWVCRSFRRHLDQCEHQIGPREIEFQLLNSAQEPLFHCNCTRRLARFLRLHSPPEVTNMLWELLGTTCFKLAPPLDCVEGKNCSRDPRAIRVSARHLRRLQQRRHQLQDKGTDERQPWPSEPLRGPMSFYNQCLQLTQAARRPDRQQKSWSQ
NR1D1 modulator: modulators of Rev-erb alpha DNA binding, primary screen, biochemical, FITC-DNA, fluorescence polarization, uHTS; AID 1259318, 2017; actives 0.79% (n = 370,000); Rev-erbα–FITC-DNA binding, 90 min; activity, % at 10 µM; Nuclear receptor subfamily 1 group D member 1 (Homo sapiens), P20393;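 active = activity above about 14%, limit read from the data; passing the limit was not always enough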;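 note: 0% = DMSO wells with 35 nM protein and 100% = DMSO wells with 750 nM protein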
DAX1 inh-2: DAX1 (NR0B1) inhibitors, primary screen, cell-based, HEK293, Gal4-DAX1, luciferase luminescence; Nuclear receptor subfamily 0 group B member 1 (Homo sapiens), P51843; inhibition, % at 6.75 µM; actives 0.99% (n = 340,000); HEK293 Gal4-DAX1 luciferase reporter; AID 504766, 2011;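 active = inhibition above the mean over all tested compounds plus 3 SD, cut at about 4.2% in these data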;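 note: 0% = DAX1-transfected cells with DMSO and 100% = empty-vector control cells with DMSO; inhibition shows as a rise in luminescence from relieved DAX1 repression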
Target sequence (P51843 207-470 limits assumed): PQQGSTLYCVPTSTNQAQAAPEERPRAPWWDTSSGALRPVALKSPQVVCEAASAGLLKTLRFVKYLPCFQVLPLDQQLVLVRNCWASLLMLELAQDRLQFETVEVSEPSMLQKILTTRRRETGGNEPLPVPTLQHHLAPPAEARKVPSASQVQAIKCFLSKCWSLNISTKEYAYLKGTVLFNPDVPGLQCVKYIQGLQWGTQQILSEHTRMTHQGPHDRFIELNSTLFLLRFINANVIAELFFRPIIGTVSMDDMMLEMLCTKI
SMARCA2 activ: SMARCA2 (BRM) function activators, primary screen, cell-based, luminescence, high throughput | activation, % at 9.1 µM | AID 652017, 2013 | MG213 cells, MMTV-luciferase reporter, dexamethasone, overnight | actives 1% (n = 370,000); in the data active = activation above about 7.8%;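 note: 0% = vehicle wells and 100% = reference activator wells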
PLC-beta3 inh: human PLC-beta3 inhibitors, primary screen, biochemical, fluorescence; 1-phosphatidylinositol 4,5-bisphosphate phosphodiesterase beta-3 (Homo sapiens), Q01970; actives 0.18% (n = 370,000); inhibition, % at 12.2 µM; Purified PLC-beta3, fluorogenic substrate; in the data active = inhibition above about 11%;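 note: 0% = median of compound wells on plate and 100% = full blocker control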
hgDAF-12 ag: H. glycines DAF-12 receptor agonists, primary screen, cell-based, luminescence, HEK293, GAL4 fusion, UAS-luciferase. Nuclear hormone receptor DAF-12 (Heterodera glycines), GAL4 fusion. HEK293 GAL4-hgDAF12 UAS-luciferase reporter, agonist luminescence; normalized to butyrate control. activation, % at 6.8 µM. actives 1.8% (n = 370,000);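 active = activation above a cutoff set at the mean of all screened compounds plus 3 SD, cut at about 10% in these data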;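 note: 0% = DMSO wells and 100% = sodium butyrate wells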
GAA850 FXN act: FXN promoter activators, primary screen, cell-based, luciferase luminescence, HEK293 lucGAA850. actives 0.56% (n = 360,000). HEK293 lucGAA850 FXN promoter luciferase reporter, 24 h; percent of 10 µM SAHA response. AID 540364, 2011. activation, % at 6 µM;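 active = activation above the average of all compounds screened plus 3 SD, cutoff fixed separately per campaign, cut at about 7.5% in these data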;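 note: 0% = DMSO wells and 100% = 10 µM SAHA wells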
PG9 Ab binder: binders of HIV-1 gp120 antibody PG9, primary screen, biochemical, TR-FRET. HIV-1 gp120 / PG9 antibody interaction. actives 0.43% (n = 360,000). AID 624416, 2012. TR-FRET gp120-PG9 antibody binding. inhibition, % at 6.7 µM; in the data active = inhibition above about 8.5%
ssDAF12 agonist: S. stercoralis DAF-12 nuclear receptor activators, primary screen, cell-based, luminescence, HEK293, GRIP1 co-expression, lit1-tk-luc; Nuclear hormone receptor DAF-12 (Strongyloides stercoralis); HEK293 ssDAF-12/GRIP1 lit1-tk-luc reporter; % of 3 µM dafachronic acid response; activation, % at 6.8 µM; actives 1% (n = 370,000); AID 652126, 2013;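 active = activation above the mean over all tested compounds plus 3 SD, cut at about 0.9% in these data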;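 note: 0% = DMSO-only wells and 100% = 3 µM delta7-dafachronic acid wells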
hcDAF12 agonist: H. contortus DAF-12 nuclear receptor activators, primary screen, cell-based, luminescence, HEK293, lit1-tk-luc reporter | activation, % at 6.8 µM | actives 1.4% (n = 370,000) | AID 652067, 2013 | HEK293 hcDAF-12 lit1-tk-luc reporter; 0% DMSO, 100% Δ7-dafachronic acid;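 active = activation above the mean of all tested compounds plus 3 SD, cut at about 5.5% in these data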;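 note: 100% = response to 3 µM Δ7-dafachronic acid high control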
Numbers without * were called inactive; i = inactive; . = no result given. Rows are unselected; 7% or so of the library scored in one or more.

SMILES	DAX1 inh-1	sPLA2-III inh	NR1D1 modulator	DAX1 inh-2	SMARCA2 activ	PLC-beta3 inh	hgDAF-12 ag	GAA850 FXN act	PG9 Ab binder	ssDAF12 agonist	hcDAF12 agonist
O=C(CN1CCOCC1)Nc1nc(-c2ccc3c(c2)CCN3S(=O)(=O)c2ccccc2)cs1	-3.2	-11	2	-1.7	-3	-4	-8.0	1.3	-0.9	-2.2	-4.4
Fc1ccc(-c2nc3ccncc3[nH]2)cc1	-0.7	3	.	0.1	0	-3	8.2	0.0	-1.4	-0.3	0.0
COc1ccc2c(c1)C1(Nc3ccccc3C(=O)N1c1ccccc1)C(=O)N2 (stereo not given)	-0.6	4	4	-1.0	-2	-8	-0.9	-0.7	0.3	-0.9	-1.5
O=C(CSc1nnc(CNC(=O)c2ccccc2)o1)NCc1ccco1	0.1	-4	4	-0.5	6	-4	-1.7	0.7	-2.6	-0.6	-0.3
CS(=O)(=O)Cc1ccc(C(=O)N(CCc2ccccc2)Cc2ccccc2)cc1	-0.6	-10	-4	-0.3	0	-3	1.1	-0.4	-2.6	-0.4	-1.5
Cc1cccc2cc(CNC3CCCC3)c(Cl)nc12	0.1	7	2	-0.2	-3	-2	-1.3	-0.3	0.2	-0.7	-1.2
CS(=O)(=O)n1c2ccccc2c(=O)n1-c1ccccc1CCl	1.9	19	-4	.	-1	-2	3.5	.	1.0	0.6	2.4
O=C(NCCCc1ccccc1)c1cccc(NC(=O)C2CCCC2)c1	-1.2	-16	3	-1.9	-2	0	-0.5	-2.7	-0.8	-1.6	-1.8
COC(=O)c1sccc1NC(=O)/C=C/c1ccc(Cl)cc1Cl	0.6	6	2	1.0	-1	-6	-1.6	2.2	0.5	-1.0	2.2
CC(C)n1nnnc1SCC(=O)N1CCOCC1	-0.3	4	-5	3.8	6	3	1.2	0.0	0.1	-1.0	-1.1
C/C=C/C=C/C(=O)[C@@H]1[C@@H]([C@]2(C)OC(=O)C(C)=C2O)[C@H]2/C(=C(O)/C=C/C=C/C)C(=O)[C@]1(C)C(=O)C2(C)O (stereo not given in full)	0.6	-17	3	0.3	1	-16	0.9	3.1	-1.9	-0.8	-0.8
Cn1cnnc1SCC(=O)Nc1cccc(S(=O)(=O)N2CCCCCC2)c1	0.4	7	-8	0.3	-2	2	-2.3	3.1	1.4	-1.7	-0.6
Cc1c(Cl)cccc1NC(=O)c1ncn[nH]1	-0.1	-2	1	1.9	-5	-9	-3.4	0.2	-0.8	-0.9	-2.0
Cc1cc(C(=O)OC(C)C(=O)NC2CCCCC2)c(C)o1 (stereo not given)	-1.1	4	-2	0.1	-1	-2	1.3	-1.2	0.4	-1.2	-1.5
COc1cc(/C=N/NC(=O)c2cccc(S(=O)(=O)N3CCOCC3)c2)cc(OC)c1O	-0.3	4	-1	1.5	-3	-7	-2.2	0.0	-5.2	-1.1	-0.2
COc1ccccc1-n1c(SC)nc(O)cc1=O	-0.2	14	5	0.4	-5	2	-1.6	0.8	-0.6	-1.7	-0.8
CCCCCCn1c(-c2ccco2)nc2oc3cc(OC)ccc3c(=O)c2c1=O	-0.8	-4	-3	-0.4	-1	-7	4.1	1.7	-0.9	-1.1	-0.8
Cn1cnc2c1c(=O)[nH]c(=O)n2Cc1ccccc1	-0.4	-5	0	0.7	0	-7	-0.2	-2.8	-1.9	-1.2	-1.5
CC(C)(C)C1CCc2c(C(=O)NNC(=O)/C=C/C(=O)O)csc2C1 (stereo not given)	0.3	-2	4	0.2	-1	4	-1.5	1.0	-3.4	-0.5	0.3
COc1ccc(N2CCN(Cc3nc(Cc4cccc(F)c4)no3)C(C)C2)cc1 (stereo not given)	-0.2	-2	-10	0.4	-1	-4	0.6	0.4	-0.9	-1.1	-1.7
CCOC(=O)N1CCN(C(=O)c2cc3c(=O)n4cccc(C)c4nc3s2)CC1	0.1	0	0	2.2	0	-71	1.8	2.5	-0.4	-0.4	7.4*
O=C(O)CCCC(=O)Nc1ccn(-c2ccccc2)n1	-0.2	1	-3	0.0	3	0	1.7	-0.3	1.7	-1.0	-1.6
Cc1ccc(S(=O)(=O)N2C[C@H]3C(=O)C[C@@H](c4cccc(Cl)c4)N(S(=O)(=O)c4ccc(C)cc4)[C@H]3C[C@H]2c2ccccc2)cc1	-0.8	-7	-5	3.8	-5	-1	-3.0	0.3	-2.0	-0.7	0.0
COC(=O)[C@]12CCCCC=C1N(CCc1ccc(OC)c(OC)c1)C(=O)[C@H](CC(=O)NCc1ccc(C)o1)C2	1.8	-21	-1	.	-3	1	6.2	.	-0.5	-1.3	-1.0
COC(=O)C/C(C)=N/Nc1ccc(S(=O)(=O)N2CCCC2)cc1[N+](=O)[O-]	0.0	-1	3	4.5*	-4	4	-3.6	1.9	0.2	-1.1	-2.4

Remaining list, next part
SMILES	DAX1 inh-1	sPLA2-III inh	NR1D1 modulator	DAX1 inh-2	SMARCA2 activ	PLC-beta3 inh	hgDAF-12 ag	GAA850 FXN act	PG9 Ab binder	ssDAF12 agonist	hcDAF12 agonist
CC1CCN(C(=O)C2CCC(CNc3c(N4CCCCC4)c(=O)c3=O)CC2)CC1 (stereo not given)	-0.1	-4	-2	0.7	0	-4	-4.3	-0.6	-2.9	-1.3	2.8
O=C(Cn1c(=O)n(-c2cccc(Cl)c2)c(=O)n1CC(=O)N1CCCCC1)N1CCCCC1	0.4	1	-2	0.1	0	3	0.8	0.6	1.2	-0.7	0.5
CC(C)(C)c1ccc(-n2ncc3c2CCCC3NC(=O)C2=NNC(=O)CC2)cc1 (stereo not given)	-6.5	-16	4	-1.4	-3	-9	-1.4	-0.3	-1.0	-1.8	-2.5
Cc1ccc(S(=O)(=O)N(CC(O)CN2C(=O)NC(C)(C)C2=O)c2cccc(C)c2)cc1 (stereo not given)	0.1	-2	-2	-0.8	-3	-4	-3.5	0.0	-0.3	-1.7	-1.2
COC(=O)c1ccc(Cn2ccc3ccc(-c4ccc5ccn(C(=O)c6ccc(C)cc6)c5c4)cc32)cc1	-0.1	0	50*	.	-2	-65	-1.9	.	.	-0.1	2.8
N/C(CC(=O)Nc1ccc(F)c(Cl)c1)=N\OC(=O)c1cccs1	0.2	-57	2	2.4	1	-3	-0.5	-0.4	-2.6	-0.9	1.4
CCOC(=O)c1c(C)nc2c(C)cccn12	0.6	2	8	0.3	-1	-1	-1.5	1.4	-1.1	-0.8	-0.9
COc1ccc(NC(=O)COC(=O)/C=C/c2cnc3ccccc3n2)cc1	0.4	-2	1	-1.8	3	-1	-1.2	-2.1	-3.4	-0.5	4.9
CC1CCC/C(=N\NC(=S)NCc2ccccc2)C1 (stereo not given)	-0.6	5	7	1.5	-1	2	-0.5	0.0	-1.7	-0.7	0.1
CCCOc1ccc(C(=O)NC(C)C(=O)O)cc1 (stereo not given)	0.4	8	-1	0.1	-2	-1	0.6	-0.3	-0.4	-1.1	-0.1
COc1ccc(CN2C(=O)[C@@](O)(c3cccn3C)c3cc(Br)ccc32)cc1	-1.6	-14	0	.	-1	3	-3.0	.	.	-0.3	-3.3
COC(=O)[C@]1(C)N[C@H](CN(C)C(=O)Nc2ccc(C(F)(F)F)cc2)[C@@H]2C(=O)N(C)C(=O)[C@@H]21	-0.4	-4	-3	-0.8	-3	3	-0.2	-1.4	-0.2	-0.8	1.0
Cc1cc(-c2ccccc2)nc(N2CCC(C(=O)NC(C)C)CC2)n1	0.9	8	16	0.0	-2	-11	2.4	0.9	1.3	-1.3	-0.9
CCS(=O)(=O)c1ccc(O)c(NC(=O)Nc2ccccc2OC)c1	0.5	-17	-1	0.2	-1	-3	-1.2	0.5	-0.4	-0.9	-1.1
COc1ccc(O)c(C(=O)c2cc(C#N)c(=O)n(-c3ccc(Cl)cc3)c2)c1	-0.5	3	1	-2.5	-1	-20	-0.2	-0.1	-0.9	-2.5	-0.6
O=C(Nc1ccc2c(c1)OCO2)c1cnccn1	1.8	3	-1	2.9	5	6	7.2	3.8	-2.0	-0.9	0.8
OC(CNCc1ccc(Cl)cc1)C(F)(F)F (stereo not given)	0.0	0	6	0.7	-1	-6	-2.3	-2.0	0.0	-1.5	0.7
CCNC(=O)c1c(NC(C)=O)sc2c1CCCC2	-0.4	11	2	1.4	-2	4	3.9	2.4	0.0	-1.4	-0.9
O=C(NCCc1c[nH]c2ccccc12)OCc1cn(Cc2cc(F)cc(F)c2)nn1	0.1	-79	-4	.	-2	0	-5.9	.	.	-1.1	-3.4
CCc1cccc(C)c1NC(=O)C1=C(C(=O)O)CCCC1	-0.5	-2	0	-0.3	-2	-9	2.3	-1.4	0.0	-1.3	-1.5
CC1CCN(S(=O)(=O)c2ccc3c(c2)c(=O)c(C(=O)NCc2ccco2)cn3C)CC1	-0.3	-5	0	0.1	-2	2	-1.8	-0.4	-1.1	-1.4	0.4
O=C(O)c1cc(N/N=C/C=C/c2ccccc2)ccc1Cl	8.6*	-10	1	1.3	2	-322	10	3.8	-5.4	0.1	5.3
O=C(COC(=O)c1ncc(Cl)c(Cl)c1Cl)NC1CCS(=O)(=O)C1 (stereo not given)	0.9	-4	11	0.6	-1	1	-2.7	1.1	-1.2	-0.7	0.0
CSc1ccccc1NC(=O)CSc1nnnn1-c1ccccc1SC	-0.7	-5	0	-1.9	0	1	-1.2	-0.6	1.7	-1.2	-2.7
Cc1ccccc1OCCC(=O)Nc1ccc2c(C)cc(=O)oc2c1	-0.5	-8	23*	1.3	-1	i	2.5	0.6	10*	-1.5	-2.3
COc1ccccc1NC(=S)Nc1cccc2cnccc12	-0.6	13	1	0.7	-4	-14	-3.1	-1.0	-0.6	-1.4	4.1
O=C(Nc1ccccc1C(=O)NCc1ccco1)c1ccco1	-0.3	-2	-5	0.2	-1	-6	-0.7	3.4	1.2	-1.6	-1.8
O=C(OCc1c(F)cccc1Cl)c1cnc2ccccc2n1	0.6	-1	4	-0.1	-1	-8	0.9	2.7	-1.6	-1.0	2.3

Screens: PubChem BioAssay, several laboratories
